HSF1 inhib = HSF1 inhibition; NIH3T3-HGL HSE-luciferase, MG132-induced, luminescence 8 h; active compounds read low; activity change, negative = inhibition, % at 7.5 µM (by protocol); actives 0.77% (n = 300,000); AID 2098;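 active = more than half of replicate wells show activity change below -50%, luminescence cut by over half; inconclusive = some wells, but at most half, below -50%; inactive = no replicate well below -50%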;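 also: luciferase reports HSF-1 transcriptional activity via heat shock element; 0% = median of DMSO wells and -100% = zero luminescence signal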
KLF5 inhibitor = suppresses KLF5 promoter-driven expression; inhibition, % at 5 µM; actives 0.23% (n = 290,000); DLD-1 KLF5 promoter-luciferase reporter, luminescence;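 active = inhibition above a per-plate limit of that plate's mean compound inhibition plus 3 SD, cut at about 60% in these data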;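 also: 0% = DMSO wells and 100% = LY294002 at 200 µM; higher means less KLF5 promoter-driven luciferase light; inactives centre near -14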
HSF-1 act = increases HSF-1 driven luciferase reporter signal; NIH3T3-HGL HSF-1 luciferase reporter, MG132, 8 h; 100% = twice DMSO control signal; activation, % at 9 µM; actives 1.7% (n = 300,000); AID 504408;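 active = mean replicate activation of at least 50% with a set share of replicates each reaching 50%; inconclusive = only one of those two conditions met; inactive = mean below 50% and too few replicates reaching it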;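 also: 0% = median of the neutral control wells and 100% = twice that signal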
Platelet DG rel = platelet dense granule release activity; inhibition, %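 (compounds screened at 7.5 µM in platelet-rich plasma)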; actives 0.22% (n = 300,000); human platelet-rich plasma, SFLLRN dense granule ATP release, luminescence; AID 1663;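 active = mean replicate score, as percent of positive control, at or above 50; inconclusive = mean below 50 but at least one replicate at or above 50; inactive = mean and every replicate below 50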
HIF activator = HIF pathway transcriptional activation | U2OS HRE-luciferase reporter, luminescence; normalized: DMSO 0%, desferrioxamine 100% | activation, % at 7.5 µM (by protocol) | actives 0.32% (n = 300,000) | AID 1910;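 active = mean activation of at least 10% of the iron chelator positive control signal, with at least half of replicates also reaching 10%; inconclusive = mean and replicate majority disagree about reaching 10%; inactive = mean and most replicates under 10%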
HSP90 inh = HSP90 refolding inhibition in rabbit reticulocyte lysate; AID 1789; inhibition, % at 5.6 µM; actives 0.91% (n = 290,000); luciferase refolding luminescence, 3 h;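 active = inhibition above the screen-wide mean plus 3 SD, computed separately per campaign, cut at about 16% in these data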;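 also: 0% = DMSO wells and 100% = 60 µM geldanamycin wells; inhibitors lower the luminescence because luciferase stays unfolded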
aSyn UTR inh = MLPCN primary screen, SNCA 5' untranslated region; alpha-synuclein 5'UTR reporter, inhibitor activity; AID 1813; actives 0.82% (n = 300,000); inhibition, % (tested at 7.5 µM); in the data active = inhibition above about 60%; inconclusive = no clear call, values can overlap the other calls;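 also: H4 neuroglioblastoma cells stably carrying SNCA 5'UTR luciferase fusion; 0% = DMSO wells and 100% = positive control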
IEC-6 tox = kills IEC-6 intestinal cells in KLF5 counter-screen | IEC-6 cytotoxicity, luminescence viability | inhibition, % at 5 µM | actives 0.78% (n = 290,000) | AID 1825; in the data active = inhibition above about 22%;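 also: 0% = plate median of test compound wells and 100% = cytotoxic reference compound wells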
AI-2 QS mod = modulators of Vibrio harveyi AI-2 quorum sensing system; Vibrio harveyi JMH597 AI-2 luminescence/OD600 ratio, 9 h; active compounds read low; strain lacks LuxN and CqsS sensors; 0 = neutral-control median; AID 2094; activity change, % at 7.5 µM; actives 0.4% (n = 300,000); in the data active = activity change below about -75%, passing the limit was not always enough; inconclusive = no clear call, values can overlap the other calls;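 also: luminescence divided by OD600 gain over 9 h not by final OD600 alone; inactives centre near 13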
SKKanGAS inh = SKKanGAS growth inhibition; inhibition, % at 7.5 µM; actives 1.3% (n = 300,000); S. pyogenes SKKanGAS, kanamycin growth, BacTiter-Glo, 6 h;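 active = mean replicate score, as percent of positive control median, at least 50; inconclusive = mean below 50 but one replicate at or above 50; inactive = mean and every replicate below 50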;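 also: strain carries kanamycin resistance gene driven by streptokinase promoter and grows in 40 µg/ml kanamycin; loss of luminescence reflects streptokinase promoter inhibition or plain growth inhibition; 0% = median of DMSO wells and 100% = positive control at its reference dose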
* = called active by the depositor; u = inconclusive; x = not tested or not shown. No enrichment for hits; 6% or so of the library scored in one or more.

SMILES	HSF1 inhib	KLF5 inhibitor	HSF-1 act	Platelet DG rel	HIF activator	HSP90 inh	aSyn UTR inh	IEC-6 tox	AI-2 QS mod	SKKanGAS inh
CCCCN1CC[C@H]2C=CC[C@@H](C(=O)Nc3ccccc3)[C@H]2C1=O	-1.5	x	-1.2	-5.6	-1.0	x	-2.6	x	12.1	11.9
OCCC1CN(Cc2cccc3nccnc23)CCN1Cc1ccc(F)cc1 (stereo unspecified)	-3.9	7.6	9.3	-0.2	0.0	5.7	1.0	-4.1	0.1	-1.5
COc1ccc(C(=O)Nc2nc3cc4c(cc3s2)OCO4)c(OC)c1	-2.3	-18.1	-2.8	-10.3	-8.2	-2.4	-97.7	4.9	-23.4	-2.5
O=C1c2ccccc2C(=O)N1C/C=C/c1ccccc1	8.4	1.1	4.7	-5.0	-0.4	1.6	-8.2	-3.7	6.8	7.9
COc1ccc(Cc2nnc(SCC(=O)NC3CCCC3)o2)cc1	-1.9	-27.6	7.5	x	0.0	-3.4	-6.0	-4.2	15.1	4.4
CCc1cccc(CC)c1N(COC)C(=O)Cn1cnc2ccccc21	4.3	3.5	12.6	8.3	-0.3	6.0	-9.9	-0.1	19.0	3.8
CCCCNC(=S)Nc1ccc2nc(N3CCN(CC)CC3)cc(C)c2c1	-7.9	-50.3	-11.5	-9.5	-0.9	-0.3	-18.9	7.7	-14.9	4.0
N#CC1(NC(=O)CSc2n[nH]c(-c3ccccc3)n2)CCCCC1	1.4	x	7.5	-0.9	-9.1	x	12.1	x	6.9	-0.7
C#CCOCCOCCOCCNc1nc(N2CCN(C(=O)[C@H]([C@@H](C)CC)n3cc([C@@H](N)CC(C)C)nn3)CC2)nc(N2CCN(C(=O)[C@H]([C@@H](C)CC)n3cc([C@@H](N)CC(C)C)nn3)CC2)n1	-5.5	-19.1	-5.0	0.9	-0.5	5.3	6.0	-2.4	10.7	-4.6
C=CCCC(=O)Nc1ccc(Br)cn1	-6.3	1.5	2.8	-3.9	3.6	2.7	-11.5	6.8	16.5	1.3
COc1ccc(OC)c(N2C(=O)C(Cl)=C(N3CCCCC3)C2=O)c1	-3.9	-15.4	-7.9	2.9	-0.1	-0.6	-1.3	-3.5	6.1	-0.7
O=C(Nc1ccc(F)cc1)c1cccc2ccccc12	3.6	-40.8	12.3	-4.1	-0.5	-3.5	-26.3	-0.1	22.4	3.3
O=C(NNc1ccccc1)C(=O)N1CCCCC1	-4.1	-4.8	7.1	-2.2	-0.2	1.9	6.1	-4.1	32.0	0.6
O=C(Nc1ccc2c(c1)CCCN2C(=O)c1cccs1)c1cccc(F)c1	35.4	-22.9	59.5*	11.0	1.1	-0.2	-17.4	11.3	46.0	-1.5
CC(C)c1nc(SCC(=O)N2CCN(c3ccccc3)CC2)c2c(=O)n(C)c(=O)n(C)c2n1	4.3	-0.9	-3.7	24.4	0.0	-4.0	22.7	3.2	-10.0	7.3
Nc1ccc(Oc2ccccc2-c2ccccc2)cc1	-4.1	x	1.4	1.4	-1.9	x	104.4*	x	8.4	5.2
CC1(C(=O)O)Sc2[nH]c(=O)sc2C2c3ccccc3OC(=O)C21 (stereo unspecified)	2.7	-44.5	5.4	8.6	-1.2	3.1	4.4	-4.4	21.4	1.8
CC(C)(C)NNC(=S)Nc1cccc(F)c1	-2.7	-2.3	4.9	-1.5	-0.1	0.3	7.9	6.8	20.1	-2.6
NC(=O)COC(=O)CC12CC3CC(CC(C3)C1)C2	-0.6	-9.8	-0.5	2.9	0.8	1.6	7.1	10.1	22.3	4.7
O=C(CNS(=O)(=O)c1ccc(Br)s1)NCc1ccc2c(c1)OCO2	0.8	-12.1	3.9	12.6	-0.1	-2.4	2.1	-2.3	11.0	-3.7
COc1ccccc1CNS(=O)(=O)c1cccc2nsnc12	-8.3	-8.3	-7.3	-1.0	0.3	-2.0	18.3	-1.7	33.1	0.8
CCN(Cc1cc(OC)c(OC)c(OC)c1)C(=S)Nc1cccc(SC)c1	-10.2	-28.8	-13.0	25.1	2.4	4.5	9.7	-1.1	7.1	-3.9
O=C1C(Cc2cccc([N+](=O)[O-])c2)SC(=Nc2ccccc2)N1c1ccccc1 (stereo unspecified)	9.0	-8.6	-7.8	14.1	-0.3	1.2	13.8	-2.5	23.0	1.7
CC(=O)c1ccc(N2CCN(C(=O)C3CCCN(S(=O)(=O)c4c(C)[nH]c(=O)[nH]c4=O)C3)CC2)cc1 (stereo unspecified)	-1.4	2.4	-6.7	-0.3	0.2	-0.5	4.7	-0.6	16.8	-7.4
CC(C)(C)c1ccc(NC(=O)NC2CCCc3ccccc32)cc1 (stereo unspecified)	0.4	-44.7	15.4	-8.1	1.8	0.2	-55.1	10.4	20.0	-0.9
(further entries)
SMILES	HSF1 inhib	KLF5 inhibitor	HSF-1 act	Platelet DG rel	HIF activator	HSP90 inh	aSyn UTR inh	IEC-6 tox	AI-2 QS mod	SKKanGAS inh
CC1Cc2ccccc2N1C(=O)COC(=O)Cn1nnc(-c2ccccc2)n1 (stereo unspecified)	5.4	-0.6	4.1	1.9	0.2	-2.2	9.4	-4.6	16.3	-6.6
COc1cc(NC(=O)c2ccc(C(=O)c3ccccc3)cc2)cc(OC)c1OC	-7.2	-38.3	-3.7	2.5	-0.1	-2.1	-31.6	9.4	19.3	-4.1
CCOC(=O)c1c(CN2CCN(CC#N)CC2)n(C)c2cc(Br)c(OC)cc12	11.5	-42.4	u	-8.5	-46.0	1.1	-38.9	0.7	25.0	-6.6
Cc1cc(NC(=O)Cn2cnc3c(nnn3-c3cccc(F)c3)c2=O)no1	0.1	-28.1	41.4	-1.5	-0.6	0.3	-3.2	-9.5	31.3	3.3
c1ccc(-c2n[nH]c(-c3ccccn3)n2)cc1	8.5	-126.1	12.3	17.6	1.7	3.8	-113.8	-0.7	30.4	-7.3
CCCOc1ccc(-c2nc(C#N)c(NCC3CCCO3)o2)cc1 (stereo unspecified)	-7.8	-13.4	-11.1	1.9	0.2	2.7	28.2	5.7	x	-2.7
Cc1oc2c(O)c(O)ccc2c(=O)c1-c1cnn(-c2ccccc2)c1	20.9	1.4	19.9	-1.5	0.1	-4.7	-12.4	1.2	42.5	2.2
CCOC(=O)c1c(C)nc2ccc(Cl)cc2c1-c1ccccc1	-0.2	-17.7	6.3	17.4	-0.2	-3.2	35.9	-4.1	15.6	1.1
O=C(O)CCc1ccc(-c2ccccc2)n1-c1cccc(C(=O)O)c1	-6.8	-26.8	13.5	-1.9	1.5	2.9	0.1	1.8	6.8	-3.1
Cc1ccc(CNC(=O)CSc2ccc(-c3ccco3)nn2)cc1	3.2	-18.0	7.8	17.3	0.2	-4.4	0.6	3.2	9.8	2.7
O=C(CNC(=O)N1CC(=O)Nc2ccccc21)Nc1ccccc1F	4.2	-19.1	7.1	7.8	0.9	3.0	-7.3	5.4	6.2	0.7
O=C(CSC1=NS(=O)(=O)c2cc(F)ccc2N1)Nc1ccc(F)cc1	-5.0	x	-9.0	0.3	0.1	x	9.4	x	20.6	14.5
COc1ccc(CCNC(=O)c2ccc(NS(=O)(=O)c3ccc4[nH]c(=O)[nH]c4c3)cc2)cc1	0.8	x	-11.6	2.2	1.6	x	1.5	x	13.0	-3.3
Cc1oc2c(CN3CCCCC3C)c(O)ccc2c(=O)c1-c1ccccc1 (stereo unspecified)	-2.7	-14.2	-10.1	-1.1	-0.9	-3.9	9.7	4.2	18.6	9.2
O=C(NCCCN1CCOCC1)c1cccc(S(=O)(=O)Nc2ccccc2Cl)c1	-0.4	-11.2	-3.9	-4.8	0.5	-0.4	4.5	0.2	17.4	6.3
CN1C(=O)/C(=C/c2ccc(OCc3ccc(C(=O)O)cc3)c(Cl)c2)NC1=S	2.3	-16.1	-1.6	-3.2	-0.3	0.7	-20.1	3.1	x	23.7
O=C(N/N=C/c1ccc(OCC(=O)N2CCCCC2)cc1)c1ccccc1O	-7.8	-3.4	0.5	-31.9	0.5	3.5	-74.1	2.8	23.8	2.4
COc1ccc(N(C(=O)c2ccn[nH]2)C(C(=O)NC2CCCC2)c2ccc(F)cc2)cc1 (stereo unspecified)	-0.2	2.2	-4.1	-4.1	-1.4	-1.1	4.2	-9.3	x	1.3
CCCSc1nnc(NC(=O)Cc2ccc(OC)c(OC)c2)s1	-9.1	-8.8	1.5	5.0	-0.1	-0.4	-8.0	3.0	-29.2	-1.4
O=C(Nc1ncc(Cc2cccc(Cl)c2Cl)s1)C1CCCO1 (stereo unspecified)	25.3	-67.0	57.6*	7.6	2.6	-5.8	-128.3	5.3	-9.9	8.3
CCOC(=O)C1CCN(C(c2cccc(OC)c2)c2sc3nc(C)nn3c2O)CC1 (stereo unspecified)	-3.0	4.6	-0.9	-2.8	0.0	-3.0	7.0	-2.6	-3.3	-2.2
COc1ccccc1C(C)NCC(=O)Nc1c(F)cccc1F (stereo unspecified)	-1.7	-10.0	-0.9	-2.2	0.0	-3.7	-13.8	-0.9	9.0	4.8
Cc1ccsc1/C=N/n1c(COc2ccccc2)n[nH]c1=S	-1.2	1.9	1.0	3.3	-0.3	1.3	16.0	-7.1	27.8	-8.8
CCCc1cc(N2CCCC(C(=O)Nc3ccc(OC)cc3OC)C2)n2ncnc2n1 (stereo unspecified)	1.9	5.5	0.8	-10.7	-0.4	3.6	22.1	0.4	11.7	0.0
CC(=O)NCCc1nc2ccccc2n1Cc1ccc(Cl)cc1	8.6	-3.9	25.5	-3.0	0.8	2.8	-15.9	0.0	27.3	7.1
(cont.)
SMILES	HSF1 inhib	KLF5 inhibitor	HSF-1 act	Platelet DG rel	HIF activator	HSP90 inh	aSyn UTR inh	IEC-6 tox	AI-2 QS mod	SKKanGAS inh
Cc1cc(C)cc(N(CC(=O)Nc2ccc(C(F)(F)F)cc2)S(=O)(=O)c2c(C)[nH]c(=O)[nH]c2=O)c1	1.9	-6.2	-5.1	-0.6	0.3	6.3	-3.0	-5.7	21.8	7.3
CC[C@@H]1[C@H]2CCCC(=O)N3CC[C@@H](C[C@@H]1OC(=O)Nc1ccccc1)[C@@H]23	-4.6	-3.6	12.4	-4.7	-0.1	-7.2	15.7	2.9	13.1	3.5
O=C(CSc1nc2ccccc2s1)Nc1ccc2c(c1)OCO2	-5.1	24.5	-3.2	-5.5	0.1	2.1	-21.3	7.8	38.7	-10.7
c1cc2c(cc1C1CCCN1)OCCCO2 (stereo unspecified)	-70.6*	-7.9	-76.8	1.5	-39.3	3.7	-12.0	-3.2	-2.6	7.1
COC(=O)CSc1nnc(NC(=O)CCc2ccccc2)s1	-2.1	-4.6	-3.6	10.6	-0.1	5.9	-3.7	8.2	21.1	-0.3
Cc1cccc(N2C(=O)/C(=C/c3cccnc3)SC2=S)c1	22.9	2.4	36.9	-10.7	-0.1	-4.5	-9.8	-2.0	8.2	-1.4
C=CCNC(=O)c1nc2ccccc2s1	-10.7	-39.7	13.3	-1.4	3.4	0.0	-161.2	-3.7	12.6	2.2

Bioassay records from PubChem BioAssay.
